# Screening results from PubChem BioAssay.
# Dicer processing: blocks human Dicer maturation of pre-miR-21. cat-ELCCA pre-miR-21 Dicer processing, chemiluminescence; active compounds read high. z-score at 25 µM. 47,000 tested, 6% active; in the data active means z-score above about 3, passing the limit was not always enough;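 further: plate controls were vehicle for no effect and no enzyme for full effect; higher signal means more uncleaved substrate so more Dicer inhibition; strong numbers were not always called active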
# * marks the source's active call; other numbers are inactive results. These rows are one share of the data; the hit share may differ from the screen's.
SMILES,Dicer processing
COc1ccc(/C=N\NS(=O)(=O)c2ccc(-c3nc(C)oc3-c3ccc([N+](=O)[O-])cc3)cc2)cc1OC,-0.33
O=C(NNC(=O)c1cccnc1Oc1ccccc1)c1cccnc1Oc1ccccc1,-0.45
Cc1ccc(S(=O)(=O)NCCN2CCN(S(=O)(=O)c3ccc(C)c(C)c3C)CC2)c(C)c1C,-0.56
CCC(Sc1nc2ccccc2o1)C(N)=O (stereo not drawn),-0.84
COc1ccc(-c2nc3n(n2)C(=O)CC(c2cccs2)S3)cc1 (stereo not drawn),5.59*
O=C(CSc1ncn[nH]1)Nc1ncc(Br)s1,-0.3
CSc1ccc(/C=C/c2nc3n(n2)C=COc2ccccc2-3)cc1,1.08
O=S(=O)(N1CCOCC1)N1CCCN(S(=O)(=O)N2CCOCC2)CC1,-0.68
CC(=O)N=Nc1c(O)[nH]c2ccc(F)cc12,-1.6
CC(=O)c1c(-c2ccccc2)c2cc(Cl)ccc2[nH]c1=O,-0.8
CC(C)c1ccc(C2/C(=C(\O)c3ccccc3)C(=O)C(=O)N2CCCN2CCOCC2)cc1 (stereo not drawn),-0.59
Cc1nn2c(C(F)(F)F)cc(-c3ccco3)nc2c1-c1ccc(Cl)cc1,-1.08
CSc1nnc2c(n1)OC(c1ccc(N(C)C)cc1)Nc1ccccc1-2 (stereo not drawn),23.1
CN(C)S(=O)(=O)N(CC(=O)Nc1cccnc1)c1ccccc1,0.57
COCC(=O)NCc1nn(-c2ccccc2)nc1C,-1.46
O=C(O)CC1SC(c2ccc(Oc3ccc(C(F)(F)F)cn3)cc2)=NC1=O (stereo not drawn),-0.76
CSc1cc(C(F)(F)F)c(C(=O)Nc2ccc(Cl)cc2)cn1,-0.05
O=C1CC(NC2CCN(S(=O)(=O)c3ccc(Cl)cc3)CC2)C(=O)N1c1ccc(F)cc1 (stereo not drawn),1.91
O=C(NCc1ccc(S(=O)(=O)Nc2ccc3c(c2)OCCO3)s1)c1ccccc1,3.23*
CS(=O)(=O)c1[nH]nc(-c2ccccc2)c1C#N,-0.33
O=C1NCC(COc2cccc3ccccc23)O1 (stereo not drawn),0.1
Cc1ccc2nc(Nc3nc(C)cc(=O)[nH]3)nc(C)c2c1,0.87
Cc1ccc(OC(=O)c2ccc(C(F)(F)F)cc2)c(NC(=O)c2ccc(C(F)(F)F)cc2)c1,-0.5
CCOC(=O)c1[nH]c(C)c(/C(C)=N/O)c1C,-5.45
Cc1c(C(=O)NN)nn(-c2ccc(C(C)(C)C)cc2)c(=O)c1C#N,-0.76
CN(C)/C=N/NC(=O)Cc1csc2nc(-c3ccccc3)nn12,0.23
c1ccc(Oc2ccc(-c3cc(N4CCOCC4)n[nH]3)cc2)cc1,0.59
CCCc1cnc(N2CCN(C(=S)NC)CC2)nc1,-2.28
COc1ccc(-c2cc(C(F)(F)F)n3nc(N)nc3n2)cc1,1.88
Cc1c(OCc2ccccc2)cccc1[N+](=O)[O-],-0.77
COC(=O)C1=C(C)NC2=C(C(=O)CC(c3cccs3)C2)C1c1ccc2c(c1)OCO2 (stereo not drawn),0.71
COc1ccc(-c2nn3c(-c4ccc(OC)cc4)nnc3c3ccccc23)cc1,3.15*
CC(C)N(CCC#N)C(=O)Nc1ccccc1,-1.38
CCCCn1nnc2c(=O)oc3ccccc3c21,0.37
O=C(NCCN=C1NS(=O)(=O)c2ccccc21)c1cccc2ccccc12,0.23
Clc1ccc2nc(-c3ccco3)cc(-c3ccccc3)c2c1,-0.16
CCC(=O)Oc1c(C)cc(O)c2ccccc12,-1.18
Nc1[nH]c(=S)[nH]c(=O)c1C(c1ccc([N+](=O)[O-])cc1)c1c(N)[nH]c(=S)[nH]c1=O,2.09
O=C(Oc1c(-c2ccccc2)c(=O)n2c3c(cccc13)CC2)c1ccco1,-1.86
Cc1csc(-c2cn(C(C)C)c(=O)n(Cc3ccccc3)c2=O)n1,-0.87

# 2 of these compounds, reformatted.
COC(=O)C1=C(C)NC2=C(C(=O)CC(c3cccs3)C2)C1c1ccc2c(c1)OCO2 (stereo not drawn)
  Dicer processing: 0.71
O=C(NCCN=C1NS(=O)(=O)c2ccccc21)c1cccc2ccccc12
  Dicer processing: 0.23

# Remaining list, next part:
SMILES,Dicer processing
O=C(OCCN=C1NS(=O)(=O)c2ccccc21)c1ccc(S(=O)(=O)N2CCOCC2)cc1,1.15
c1ccc(Cn2c(NCc3ccccn3)nc3ccccc32)cc1,-0.31
c1ccc(-c2nc3nc4ccccc4n3[nH]2)cc1,-0.68
CCOC(=O)C1CCN(C2CC(=O)N(c3ccc(Cl)cc3)C2=O)CC1 (stereo not drawn),-0.55
Cc1ccc(-c2c(C)c(-c3ccc(F)cc3)nc(N)c2C#N)o1,-0.63
Cc1ccc(OCC(O)CN2C(=O)NC(C)(C)C2=O)cc1 (stereo not drawn),1.33
CC(=O)c1ccn(S(=O)(=O)c2ccc(Cl)cc2)c1,-0.5
Cc1ccc2nc(CCCc3nc4ccc(C)cc4[nH]3)[nH]c2c1,-0.57
O=C(O)c1ccc(CSC2CCCCC2)cc1,1.46
OC[C@H]1O[C@@H](Sc2ccccc2)[C@H](O)[C@@H](O)[C@H]1O,-1.35
Cn1cc(C2=C(c3ccc(Cl)cc3Cl)C(=O)NC2=O)c2ccccc21,-1.72
O=C(CSc1nc(C(F)(F)F)cc(=O)[nH]1)c1ccc(Cl)cc1,-1.17
CN1Cc2c(N3CCOCC3)nc(SCc3ccccc3)c(C#N)c2CC1(C)C,-0.65
Cc1nn(-c2c(Cl)cc(C(F)(F)F)cc2Cl)c(C)c1C(N)=O,0.27
O=C(O)c1cccc([N+](=O)[O-])c1C(=O)Nc1ccc(Cl)c(Cl)c1,1.52
COc1ccc(-n2nc(C)cc2Nc2ccccc2C(=O)O)cc1,2.28
Cc1cc(C)c2c(n1)sc1c(=O)n(/N=C/c3ccc4c(c3)OCO4)c(C)nc12,-0.06
Cc1csc2ncnc(Sc3ccccc3NS(=O)(=O)c3ccc(F)cc3)c12,-0.63
O=C1CC(Sc2cccs2)C(=O)N1c1ccccc1 (stereo not drawn),-5.81
CCCCOC(=O)Nc1nc(CC(=O)OCC)cs1,-1
O=C1OC(Nc2ccc(C(F)(F)F)cc2Cl)c2ccccc21 (stereo not drawn),-0.67
CCn1c[n+](CC(O)COc2cccc(OC)c2)c2cc(C)c(C)cc21 (stereo not drawn),0.7
CSC1=C(C#N)C(=O)NC(C)(C)S1,0.99
Cc1ccc(N2CC(C(=O)O)CC2=O)cc1 (stereo not drawn),-0.33
CCOC(=O)C(=CNc1cscc1S(=O)(=O)C(C)C)C(=O)OCC,-0.79
CS(=O)(=N/C=C(\C#N)S(=O)(=O)c1ccc(C(F)(F)F)cn1)c1ccsc1 (stereo not drawn),0.64
COc1cc(Cc2cnc(N)nc2N)cc(OC)c1OC,-0.36
O=C(Cn1nnc2sc3c(c2c1=O)CCCC3)Nc1ccccc1,0.74
Cc1cc(-c2nn(C)c(=O)c3ccccc23)cc(C)c1OS(=O)(=O)c1cc(Cl)ccc1Cl,-1.03
COC(=O)c1ccc(CSc2nncn2C)cc1,2.66
CC1CCc2c(sc3[nH]c(=S)n(-c4ccccc4)c(=O)c23)C1 (stereo not drawn),-0.48
CS(=O)(=O)n1nccc1/C=C/c1cccs1,-0.15
Cc1nnc(N2C(=O)c3oc4ccccc4c(=O)c3C2c2cccc(Oc3ccccc3)c2)s1 (stereo not drawn),-0.46
Fc1cccc(CSC2=NCN(C3CC3)CN2)c1,0.28
CCOC(=O)CNC(=O)COc1ccccc1,0.07
Cn1c(=O)c2c(ncn2CC(O)CN2CCOCC2)n(C)c1=O (stereo not drawn),0.51
O=C(CSc1nnc2n1CCCN2)c1cccs1,1.6
CCCCNC(=O)Nc1nnc(C(C)(C)C)s1,1.18
O=C(O)c1ccccc1C(=O)c1ccc(F)cc1,3.13*
O=C(Nc1ccccc1Br)c1cnn2c(C(F)F)cc(-c3ccccc3)nc12,0.77
O=C(CSc1nc2ccccc2[nH]1)NCCN1CCCC1,-2.67
COC(=O)c1cnc(S(=O)CC#N)n1C (stereo not drawn),0.2
COc1ccc(/C(O)=C2\C(=O)C(=O)N(CCN3CCNCC3)C2c2ccc(OC)cc2)cc1 (stereo not drawn),0.81
O=S(=O)(NCc1ccccn1)c1ccccc1,-0.56
O=C1OCCC1Sc1nnc(-c2ccc(Cl)cc2)o1 (stereo not drawn),-2.13
CCOC(=O)C1CCN(c2nc3ccc(Cl)cc3s2)CC1,-1.36
Cc1onc(-c2c(Cl)cccc2Cl)c1NC(=O)NNc1ccc(-c2csnn2)cc1,-0.86
Cn1ncc(Br)c1NC(=O)c1ccccc1,0.45
Nc1nc(SCC(=O)N2CCCCC2)nc2sc3c(c12)CCCC3,0.54
Clc1nc(NCc2ccco2)nc(N2CCC(Cc3ccccc3)CC2)n1,1.44

# Next structures follow:
SMILES,Dicer processing
CO[C@]12C[C@@H](COC(=O)c3cncc(Br)c3)CN(C)[C@@H]1Cc1cn(C)c3cccc2c13,-0.48
Cc1nnc(NC(=O)CSc2ccccn2)s1,0.78
Cc1ccc(Sc2ccccc2C(=O)O)c(S(N)(=O)=O)c1,0.08
COc1ccc(OCCn2cc(C(=O)c3cccs3)c3ccccc32)cc1,2.52
O=C(O)Cc1n[nH]c(=O)c2ccccc12,-0.86
COc1ccc(-c2cc(-c3ccccc3O)[nH]n2)cc1,4.58*
COc1ccc(C(=O)Oc2ccc3c(c2)oc(=O)c2ccccc23)cc1,-0.47
Cc1ccc2onc(OC(=O)NC(C)(C)C)c2c1,0.11
CCOC(=O)c1cnc(NCc2ccccc2)s1,-1.73
S=C(N/N=C\c1cccc2ccccc12)Nc1cccc(Cl)c1Cl,3.77*
ONC(=Nc1cc(Cl)cc(Cl)c1)c1ccccc1,3.02*
CC1=NN(c2ccccc2)C(=O)/C1=C/c1ccc(Cl)cc1Cl,-0.12
CSc1ccc(-c2ccc(SC)cc2)cc1,-0.48
O=C1CCCC2=C1C(c1ccc([N+](=O)[O-])o1)Nc1ccc(C(=O)c3ccccc3)cc1N2 (stereo not drawn),4.19*
COc1ccccc1C1C(C(=O)OC(C)C)=C(C)NC2=C1C(=O)CC(c1ccccc1)C2 (stereo not drawn),1.83
Cc1cc2c(cc1C)CSC(C)(c1ccc(F)cc1)SC2,-1.54
Clc1ccc(/C=C2\CCCC3=C2Nc2ncnn2C3c2ccc(Cl)cc2)cc1 (stereo not drawn),0.96
COC(=O)c1ccc(CSc2ccc(C(F)(F)F)cn2)cc1,-1.12
O=[N+]([O-])c1ccc(-n2ccnc2)c(-n2cccc2)c1,0.71
COC(OC)c1cc(=O)[nH]c(SC)n1,-1.05
Cc1ccc(/C(O)=C2/C(=O)C(=O)N(CCN(C)C)C23C(=O)N(C)c2ccccc23)cc1 (stereo not drawn),1.63
O=c1oc(-c2ccc(Cl)c(Cl)c2)nn1-c1ncc(C(F)(F)F)cc1Cl,-0.96
COc1cccc(C2C(C#N)=C(N)Oc3n[nH]c(C(C)(C)C)c32)c1 (stereo not drawn),-1.64
O=C1c2cccc(O)c2C(=O)c2c(O)cccc21,-0.87
Cc1cc(C)nc(NS(=O)(=O)c2ccc(NC(=O)Nc3cscc3-c3ccccc3)cc2)n1,7.32
COc1ccc(-c2c(N)n(Cc3ccccc3)c(=O)c3cc([N+](=O)[O-])ccc23)cc1OC,0.48
CN(C)/C=C(\C#N)S(=O)(=O)c1cccs1,-1.81
COC(=O)C1=C(C)Nc2ncnn2C1c1ccc(Cl)cc1 (stereo not drawn),1.7
Cc1cc(C)c(C(=O)CC2(O)C(=O)Nc3ccc(C)cc32)c(C)c1 (stereo not drawn),1.23
O=C1/C(=C/c2ccc(Cl)cc2)COc2ccc(F)cc21,-0.51
O=C(O)Cn1cnc(-c2ccc(F)cc2)c1,1.4
CCOC(=O)/C(C#N)=C/Nc1cc(C)c(OS(=O)(=O)c2cc(Cl)cc(Cl)c2)c(Cl)c1,-1.27
Cc1sc2nc(C)n(/N=C/c3ccc4c(c3)OCO4)c(=O)c2c1C,6.39*
O=C(O)C1c2ccccc2C(=O)N(Cc2ccc(F)cc2)C1c1ccncc1 (stereo not drawn),2.14
CCOC(=O)c1sc(=S)n(CC)c1N,-0.98
Cc1oc(CN2CCOCC2)cc1C(=O)O,0.5
O=C(O)c1nnn(-c2ccc(F)cc2F)c1-c1ccccc1,2.55
CC(=O)Nc1ccc(NC(=O)C2CC2(C)C)cc1 (stereo not drawn),2.08
CC(CC(=O)O)CC(=O)NCc1ccc(Cl)cc1 (stereo not drawn),3.27*
Nc1nc(NC2CC2)c2ncn([C@H]3C=C[C@@H](CO)C3)c2n1,0.55
CCCCOC(=O)C1=C(C)NC2=C(C(=O)CC(C)(C)C2)C1c1ccc2c(c1)OCO2 (stereo not drawn),0.07
O=C(O)C1CCCNC1 (stereo not drawn),-0.04
CC(C)Nc1nc(NC(C)C)nc(Oc2ccc(=O)n(-c3ccccc3)n2)n1,-0.04
O=[N+]([O-])c1ccc(/C=C/C2Oc3ccccc3C3CC(c4cccs4)=NN23)o1 (stereo not drawn),6.54*

# Entries above with an aryl methoxy group, in the order listed:
SMILES,Dicer processing
COc1ccc(/C=N\NS(=O)(=O)c2ccc(-c3nc(C)oc3-c3ccc([N+](=O)[O-])cc3)cc2)cc1OC,-0.33
COc1ccc(-c2nc3n(n2)C(=O)CC(c2cccs2)S3)cc1 (stereo not drawn),5.59*
COc1ccc(-c2cc(C(F)(F)F)n3nc(N)nc3n2)cc1,1.88
COc1ccc(-c2nn3c(-c4ccc(OC)cc4)nnc3c3ccccc23)cc1,3.15*
COc1ccc(-n2nc(C)cc2Nc2ccccc2C(=O)O)cc1,2.28
CCn1c[n+](CC(O)COc2cccc(OC)c2)c2cc(C)c(C)cc21 (stereo not drawn),0.7
COc1cc(Cc2cnc(N)nc2N)cc(OC)c1OC,-0.36
COc1ccc(/C(O)=C2\C(=O)C(=O)N(CCN3CCNCC3)C2c2ccc(OC)cc2)cc1 (stereo not drawn),0.81
COc1ccc(OCCn2cc(C(=O)c3cccs3)c3ccccc32)cc1,2.52
COc1ccc(-c2cc(-c3ccccc3O)[nH]n2)cc1,4.58*
COc1ccc(C(=O)Oc2ccc3c(c2)oc(=O)c2ccccc23)cc1,-0.47
COc1ccccc1C1C(C(=O)OC(C)C)=C(C)NC2=C1C(=O)CC(c1ccccc1)C2 (stereo not drawn),1.83
COc1cccc(C2C(C#N)=C(N)Oc3n[nH]c(C(C)(C)C)c32)c1 (stereo not drawn),-1.64
COc1ccc(-c2c(N)n(Cc3ccccc3)c(=O)c3cc([N+](=O)[O-])ccc23)cc1OC,0.48
